Screening results (PubChem)
ABHD4 inh – inhibitors of mouse ABHD4. Q8VD66. purified mABHD4, FP-Rh probe fluorescence polarization. inhibition, % at 8.92 µM. AID 720543. 0.54% of 370,000 active;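 active = inhibition exceeding the mean over every tested compound plus 3 SD, cut at about 30% in these data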;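 also: 0% = plate median of compound wells and 100% = S159A mutant with DMSO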
Target sequence (Q8VD66 whole entry, looked up): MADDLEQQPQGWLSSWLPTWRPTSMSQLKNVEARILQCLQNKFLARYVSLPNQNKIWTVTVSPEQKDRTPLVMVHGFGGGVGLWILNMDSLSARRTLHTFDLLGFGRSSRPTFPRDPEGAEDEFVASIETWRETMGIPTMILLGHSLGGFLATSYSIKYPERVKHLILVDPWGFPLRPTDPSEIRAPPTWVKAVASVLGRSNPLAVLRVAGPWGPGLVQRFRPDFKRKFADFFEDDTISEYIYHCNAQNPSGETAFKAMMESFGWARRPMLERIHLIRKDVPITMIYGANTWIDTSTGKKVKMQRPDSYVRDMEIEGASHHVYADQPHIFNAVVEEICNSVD
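Assay system: Wild-type mouse ABHD4 protein | Medium: HEPES pH 7.0 buffer, 150 mM NaCl, 0.01% Pluronic F-127 | Incubation: Enzyme–compound pre-incubation 45 min, then probe 60 min, both 25 °C | Technique: Fluorescence polarization with parallel and perpendicular emission, 525/598 nm | Evaluation: % inhibition of FP-Rh probe binding versus controls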
MBD2 inh – MBD2-methylated oligo binding inhibition; TR-FRET, MBD2 binding to methylated oligonucleotide; 0.31% of 370,000 active; inhibition, % at 4.4 µM; Q9UBB5; in the data active = inhibition above about 13%
Target sequence (Q9UBB5 whole entry, looked up): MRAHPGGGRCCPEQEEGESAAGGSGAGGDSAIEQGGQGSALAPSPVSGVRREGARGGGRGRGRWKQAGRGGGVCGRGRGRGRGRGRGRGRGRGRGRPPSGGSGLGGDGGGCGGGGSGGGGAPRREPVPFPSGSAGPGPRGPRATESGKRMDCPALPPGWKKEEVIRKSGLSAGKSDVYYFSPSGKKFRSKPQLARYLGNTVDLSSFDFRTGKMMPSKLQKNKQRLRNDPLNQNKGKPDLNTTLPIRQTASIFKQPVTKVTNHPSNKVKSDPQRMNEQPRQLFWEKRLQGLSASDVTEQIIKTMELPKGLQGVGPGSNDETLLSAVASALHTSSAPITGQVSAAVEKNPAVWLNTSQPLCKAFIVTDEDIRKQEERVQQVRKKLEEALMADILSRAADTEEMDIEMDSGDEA
LEDGF integ inh – blocks HIV-1 LEDGF/p75-dependent DNA integration; TR-FRET IN-LEDGF/p75 DNA integration, Eu/Cy5; inhibition, % at 3.7 µM; 0.64% of 370,000 active;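 active = inhibition above the screen-wide mean plus 3 SD, cut at about 13% in these data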;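 also: signal is the Cy5 over europium emission ratio at 671 and 618 nm; 0% = plate median of compound wells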
rCAG binder – r(CAG) repeat RNA binding; TO-PRO-1 dye displacement fluorescence; inhibition, % at 3 µM; 1.3% of 370,000 active;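 active = inhibition above the plate cutoff, the mean of all test compounds on that plate plus 3 SD, cut at about 35% in these data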;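 also: 0% = DMSO alone and 100% = 100 µM mitoxantrone as full dye displacement; higher means more dye released from RNA so lower well fluorescence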
TCR-CD3 inh – inhibitors of human TCR-CD3 interaction; 0.37% of 360,000 active; TAMRA-labeled TCR probe fluorescence, biochemical; inhibition, % at 9.4 µM; in the data active = inhibition above about 19%;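 also: recombinant mutant TCR 2C K166C tagged with TAMRA read by polarization; 0% = receptor in buffer alone and 100% = receptor with positive control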
PRMT1 FP inh – inhibitors of human PRMT1 | AID 652257 | recombinant PRMT1, activity-based probe fluorescence polarization | Q99873 | inhibition, % at 2.79 µM | 1.3% of 370,000 active;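 active = inhibition above about 21% made by adding two undisclosed values, limit read from the data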
GC-B act – GC-B (human) receptor activation | 0.11% of 370,000 active | P20594 | AID 1920062 | HEK293-GC-B cells, CNP EC30, cGMP TR-FRET; 0% at EC30 CNP, 100% saturating CNP | activation, % at 10 µM;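 active = activation at 10 µM reaching about 35% in either raw or pattern-adjusted values, limit read from the data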
HTRA1 inh – HTRA1 (human) protease inhibition. Q92743. recombinant HTRA1, FP-rhodamine activity-based probe, fluorescence polarization. inhibition, % at 5.96 µM. AID 504803. 0.5% of 340,000 active; in the data active = inhibition above about 36%;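 also: 0% = enzyme with DMSO and 100% = wells lacking enzyme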
SIAE primary – human SIAE inhibition, primary screen. SIAE FP-Rh probe binding, fluorescence polarization. Q9HAT2. inhibition, % at 9.66 µM. 0.69% of 370,000 active;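 active = inhibition above a cutoff: mean of compounds within the control limits plus 3 SD of those, cut at about 17% in these data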;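 also: 0% = plate median of compound wells and 100% = probe without SIAE protein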
TDP2 absorb – blocks human TDP2 phosphodiesterase activity; O95551; recombinant TDP2, T5PNP hydrolysis, p-nitrophenol absorbance 415 nm; inhibition, % at 12.8 µM; 0.34% of 370,000 active;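 active = inhibition above the mean of all tested compounds plus 3 SD, set per campaign, cut at about 25% in these data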;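 also: 0% = DMSO with enzyme and 100% = buffer with substrate but no TDP2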
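Test system: Human TDP2 enzyme | Reagent: 5 mM T5PNP | Compound dosing: 12.8 µM single point, 1% DMSO | Incubation: Enzyme reaction with compound for 2 h at 37 °C | Technique: p-Nitrophenol epi absorbance | Read-out: % inhibition relative to enzyme-containing and enzyme-free wells | Benchmarks: High control without enzyme, low control DMSO plus TDP2 | Replicates: Singlicate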
* marks the source's active call; other numbers are inactive results; / = no result given. Not all compounds are listed, so the mix of outcomes need not match the whole.

compound	HTRA1 inh	GC-B act	rCAG binder	SIAE primary	PRMT1 FP inh	TDP2 absorb	TCR-CD3 inh	ABHD4 inh	MBD2 inh	LEDGF integ inh
O=C(NCC1CCCO1)c1ccc(NS(=O)(=O)c2cccc([N+](=O)[O-])c2)cc1 (stereo unspecified)	1	1	1	1	1	-6	2	4	3	-8
CCOC(=O)/C(=C\c1ccc(OC)c(OC)c1)C(=O)c1cccnc1	-7	-2	-2	7	-1	-12	6	6	4	2
CC(=O)c1cccc(NC(=O)c2cccc3ccccc23)c1	-5	8	-1	0	-1	22	9	-9	-9	0
COc1ccc(CC(=O)N2N=C(C)CC2(O)c2cccnc2)cc1OC (stereo unspecified)	5	-2	-3	5	-3	-1	-2	5	-2	0
O=S(=O)(c1ccccc1)c1nc(-c2cccs2)oc1NCC1CCCO1 (stereo unspecified)	0	5	-8	-7	3	3	-1	2	4	3
O=C(c1ccc2c(c1)OCO2)N(c1ccc(F)cc1)C1C=CS(=O)(=O)C1 (stereo unspecified)	2	-1	-1	9	0	5	-4	0	-1	-1
COCCCn1c(=NC(C)=O)c(C#N)cc2c(=O)n3cccc(C)c3nc21	/	-4	-2	11	-3	0	2	-3	-3	4
CCOc1ccc(NC(=O)CSC2=NCCN2)cc1	0	2	0	13	8	0	-3	-2	-4	4
CCN(CC(=O)Nc1cc(Cl)ccc1C)C(=O)CN1C(=O)NC2(CCCC2)C1=O	0	-2	-6	4	-5	-21	-2	-5	-6	-1
CCOc1cccc(/C=C2/NC(=O)N(CC(=O)Nc3cccc(C)c3)C2=O)c1O	-1	-4	9	-7	-3	4	4	-2	1	-1

Exported with values under each structure: 2 of the compounds above
Sequence of screens – HTRA1 inh	GC-B act	rCAG binder	SIAE primary	PRMT1 FP inh	TDP2 absorb	TCR-CD3 inh	ABHD4 inh	MBD2 inh	LEDGF integ inh
> CC(=O)c1cccc(NC(=O)c2cccc3ccccc23)c1
  -5	8	-1	0	-1	22	9	-9	-9	0
> COc1ccc(CC(=O)N2N=C(C)CC2(O)c2cccnc2)cc1OC (stereo unspecified)
  5	-2	-3	5	-3	-1	-2	5	-2	0

Next part:
compound	HTRA1 inh	GC-B act	rCAG binder	SIAE primary	PRMT1 FP inh	TDP2 absorb	TCR-CD3 inh	ABHD4 inh	MBD2 inh	LEDGF integ inh
CC1CCN(C(=S)c2cn(Cc3ccccc3F)c3ccccc23)CC1	-19	-1	2	-3	0	-7	6	9	1	1
CC(C)c1ccc(C(=O)Nc2nnc(S(=O)(=O)N3CCCCC3)s2)cc1	-2	1	14	-8	0	-1	-1	-5	4	2
OC(CNCCc1ccc(C(F)(F)F)cc1)COc1ccc2ccccc2c1 (stereo unspecified)	-18	-4	5	-3	-3	-9	6	21	3	2
CC(C)c1ccc(NS(=O)(=O)c2ccc(-n3cccn3)cc2)cc1	-41	-4	7	-8	-2	4	9	-11	1	-1
Cc1ccc(C)c(N2CCN(c3ccncc3N)CC2)c1	7	0	2	11	2	-6	-3	7	-3	-5
COc1ccc(-c2csc3nc(-c4ccc(C)cc4)oc(=O)c23)cc1OC	-2	-4	4	3	-2	-3	0	14	-6	2
CC(=O)c1ccc(NC(=O)C2CCN(S(=O)(=O)c3cccnc3)CC2)cc1	-4	-2	-3	-5	-9	3	6	-4	8	0
CC(=O)Nc1ccc(NC(=O)Cn2nc([N+](=O)[O-])c(Br)c2C)cc1	0	0	1	3	2	3	2	8	-3	-2
O=C(c1ccc2c(=O)n(Cc3ccccc3Cl)c(=S)[nH]c2c1)N1CCOCC1	11	0	0	-6	-2	3	3	-11	-3	2
O=C(CCN1C(=O)C2CCCCC2C1=O)Nc1nc(-c2ccc(F)c(F)c2)cs1 (stereo unspecified)	-16	1	-2	0	-2	-5	10	-7	-5	-1
O=C(O)c1cc(-c2ccc(/C=N/Nc3ccc(Cl)cc3)o2)ccc1Cl	15	-1	67*	2	20	12	-1	5	3	4
CCOC(=O)C1CCCN(Cc2c(C(=O)N3CCOCC3)nc3ccccn23)C1 (stereo unspecified)	-9	0	-5	-4	-2	-12	1	-1	1	1
O=C(CNC(=O)C1COc2ccccc2O1)N/N=C/c1cc(Br)c(O)c(Br)c1 (stereo unspecified)	4	-4	17	2	4	-7	-4	20	2	-6
COc1ccccc1Cc1c(-c2ccco2)nc2c3ccccc3ccn12	/	4	11	-10	18	12	2	-12	1	0
COC(=O)C1C2C=CC3(CN(c4ccc(Cl)c(F)c4)C(=O)C13)O2 (stereo unspecified)	12	0	1	2	0	-2	-13	-1	3	-4
O=C(/C=C/c1ccccc1)N/C(=C/c1ccccc1)C(=O)Nc1cccc(C(=O)O)c1	7	-4	22	2	-2	5	10	-6	3	0
O=C(CCN1C(=O)c2ccccc2C1=O)Nc1ccccn1	7	3	-3	6	-2	6	0	-2	1	-1
COC(=O)c1cc2ccccc2oc1=O	3	1	3	-4	-3	-5	2	-1	-2	-2
CC(=O)c1cccc(NC(=O)c2sc(Cl)nc2C)c1	3	3	1	4	-7	-7	5	5	-1	0
O=C(CNS(=O)(=O)c1ccccc1)OCC(=O)c1c[nH]c2ccccc12	-19	-5	8	-4	1	-1	1	3	0	1
CCOc1ccccc1C(=O)NC1CC2CCCC(C1)N2Cc1ccc(C)cc1 (stereo unspecified)	3	-5	5	2	-1	-5	-1	-6	2	2
O=C(NNC(=O)c1cc(Cl)nc2ccccc12)c1ccccc1F	-4	2	1	-4	0	-23	-5	1	-2	0
Cc1ccc(NC(=O)c2cc(-c3ccc4c(c3)OCO4)on2)cc1C	-3	3	0	-4	2	1	-2	4	-5	-1
COCCCNC(=O)C[C@H]1C[C@@]2(C(=O)OC)C(=C[C@H](C3CCCC3)O[C@@H]2C)N(Cc2cccc3ccccc23)C1=O	/	-13	1	-4	-7	-11	/	-9	-6	4
COC(=O)C1CCN(CC(N)=O)CC1	4	4	-1	0	0	-7	-2	8	0	3
Cc1cc(C)cc(N(C(=O)Cc2cccs2)C(C(=O)NC2CCCC2)c2ccc(C)o2)c1 (stereo unspecified)	2	-1	-2	-4	0	7	1	-1	1	-1
CCc1ccc(NS(=O)(=O)c2ccc3c(c2)oc(=O)n3C)cc1	1	3	2	15	-3	5	0	-3	-5	0
CS(=O)(=O)Oc1ccc2c(c1)O/C(=C\c1cccnc1)C2=O	5	-6	3	6	3	-5	-15	-9	-4	5
CCOC(=O)c1ccc(NC(=O)C(=O)NCCc2ccc(OC)cc2)cc1	-4	4	-2	3	2	-4	0	2	4	-1
COc1ccc(-c2csc3ncn(-c4ccccc4)c(=O)c23)cc1OC	-4	1	-2	-6	1	7	-7	4	-4	-3
COc1ccc2[nH]c(CN3CCN(CC=C(C)C)C(CCO)C3)c(C)c2c1 (stereo unspecified)	1	5	-8	5	0	-5	6	5	2	-3
CCN(CC)S(=O)(=O)c1ccc(N(C)Cc2cccc(OC)c2OC)nc1	-4	3	-4	-4	-1	-4	-5	6	2	4
c1ccn2c(c1)nc1c2nc2ccccn21	-2	-9	-1	0	2	-3	4	7	-7	14*
CSCC[C@H](NC(=O)C(C)(C)Oc1ccc(Cl)cc1)c1nc2ccccc2[nH]1	-3	-5	-4	1	-2	1	0	-2	1	3
COc1ccc2c(c1)C=C(CN1CCN(C3CCCC3)C(CCO)C1)CO2 (stereo unspecified)	3	6	-4	3	-5	4	0	-2	-1	4
N#CCCN(CCC#N)c1nncs1	-1	2	-1	-1	6	-5	-1	0	2	-1
COC(=O)c1c(NC(NC(=O)C(C)C)C(Cl)(Cl)Cl)sc2c1CCC2 (stereo unspecified)	-33	-10	2	6	2	-10	5	-5	-3	3
CCOC(=O)C1CCN(Cc2cc(=O)oc3c(C)c(C)ccc23)CC1	-3	3	-4	-3	1	-15	-8	-4	4	-5
Cc1cc(C)c(-c2c(O)c3cccc4c3n(c2=O)CCC4)c(C)c1	-8	5	0	-4	-1	-1	4	3	-2	-3
COc1cc(NC(=O)CSc2nnc(NC(C)C)s2)cc(OC)c1OC	1	3	0	-6	0	-4	3	0	-4	-2
CCC/C=C(\CCC)C(NC(=O)OCC(C)C)c1ccc(C(=O)OC)cc1 (stereo unspecified)	-15	-2	-2	4	-2	-2	1	-2	-1	-2
Cc1noc(C)c1NC(=O)Nc1cccc2c1O[C@H](CN(C)S(=O)(=O)c1cn(C)cn1)[C@@H](C)CN([C@H](C)CO)C2=O	-2	1	3	-2	4	-6	-9	-3	4	-6
CCOC(=O)CSc1nc(C)c(C(=O)OCC)s1	-7	-2	-8	2	-1	1	-9	2	2	1
Clc1cccc(CNc2nc(-c3cccnc3)nc3ccccc23)c1	-79	12	3	-6	-3	1	-5	-16	-2	-2
Cc1ccc(S(=O)(=O)N2CCOCC2)cc1NC(=O)COC(=O)c1ccc2c(c1)OCO2	-3	-3	-1	1	0	7	4	-6	1	4
O=C(c1nc2nc(-c3ccccc3)cc(C(F)(F)F)n2n1)N1CCCCC1	3	2	-6	2	-1	0	8	3	1	1
COc1ccc(Cl)cc1N(CC(=O)N1CCCC1)S(C)(=O)=O	4	1	-3	-8	-4	4	-9	2	2	-1
